hcDAF-12 act = activates DAF-12 receptor from parasite H. contortus | HEK293 hcDAF-12 lit1-tk-luc reporter, luminescence; 0% DMSO, 100% Δ7-dafachronic acid | activation, % at 6.8 µM | hit rate 1.4% among 370,000;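 active = activation above the mean of all tested compounds plus 3 SD, cut at about 5.5% in these data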;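 note: 100% = response to 3 µM Δ7-dafachronic acid high control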
hgDAF12 agonist = activates the H. glycines DAF-12 receptor ligand-binding domain | activation, % at 6.8 µM | HEK293 GAL4-hgDAF12 UAS-luciferase reporter, agonist luminescence; normalized to butyrate control | hit rate 1.8% among 370,000 | AID 687014;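 active = activation above a cutoff set at the mean of all screened compounds plus 3 SD, cut at about 10% in these data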;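 note: 0% = DMSO wells and 100% = sodium butyrate wells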
NR1D1 modulator = modulators of human Rev-erb alpha DNA binding | Rev-erbα–FITC-DNA binding, fluorescence polarization, 90 min | activity, % at 10 µM | hit rate 0.79% among 370,000 | AID 1259318;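 active = activity above about 14%, limit read from the data; passing the limit was not always enough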;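 note: 0% = DMSO wells with 35 nM protein and 100% = DMSO wells with 750 nM protein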
PG9 Ab binder = small molecules binding HIV-1 gp120 antibody PG9; hit rate 0.43% among 360,000; inhibition, % at 6.7 µM; AID 624416; TR-FRET gp120-PG9 antibody binding; in the data active = inhibition above about 8.5%
PLC-beta3 inh = blocks human PLC-beta3 enzyme activity; AID 720704; inhibition, % at 12.2 µM; Purified PLC-beta3, fluorogenic substrate, fluorescence; Q01970; hit rate 0.18% among 370,000; in the data active = inhibition above about 11%;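 note: 0% = median of compound wells on plate and 100% = full blocker control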
Target sequence (Q01970 whole entry, looked up): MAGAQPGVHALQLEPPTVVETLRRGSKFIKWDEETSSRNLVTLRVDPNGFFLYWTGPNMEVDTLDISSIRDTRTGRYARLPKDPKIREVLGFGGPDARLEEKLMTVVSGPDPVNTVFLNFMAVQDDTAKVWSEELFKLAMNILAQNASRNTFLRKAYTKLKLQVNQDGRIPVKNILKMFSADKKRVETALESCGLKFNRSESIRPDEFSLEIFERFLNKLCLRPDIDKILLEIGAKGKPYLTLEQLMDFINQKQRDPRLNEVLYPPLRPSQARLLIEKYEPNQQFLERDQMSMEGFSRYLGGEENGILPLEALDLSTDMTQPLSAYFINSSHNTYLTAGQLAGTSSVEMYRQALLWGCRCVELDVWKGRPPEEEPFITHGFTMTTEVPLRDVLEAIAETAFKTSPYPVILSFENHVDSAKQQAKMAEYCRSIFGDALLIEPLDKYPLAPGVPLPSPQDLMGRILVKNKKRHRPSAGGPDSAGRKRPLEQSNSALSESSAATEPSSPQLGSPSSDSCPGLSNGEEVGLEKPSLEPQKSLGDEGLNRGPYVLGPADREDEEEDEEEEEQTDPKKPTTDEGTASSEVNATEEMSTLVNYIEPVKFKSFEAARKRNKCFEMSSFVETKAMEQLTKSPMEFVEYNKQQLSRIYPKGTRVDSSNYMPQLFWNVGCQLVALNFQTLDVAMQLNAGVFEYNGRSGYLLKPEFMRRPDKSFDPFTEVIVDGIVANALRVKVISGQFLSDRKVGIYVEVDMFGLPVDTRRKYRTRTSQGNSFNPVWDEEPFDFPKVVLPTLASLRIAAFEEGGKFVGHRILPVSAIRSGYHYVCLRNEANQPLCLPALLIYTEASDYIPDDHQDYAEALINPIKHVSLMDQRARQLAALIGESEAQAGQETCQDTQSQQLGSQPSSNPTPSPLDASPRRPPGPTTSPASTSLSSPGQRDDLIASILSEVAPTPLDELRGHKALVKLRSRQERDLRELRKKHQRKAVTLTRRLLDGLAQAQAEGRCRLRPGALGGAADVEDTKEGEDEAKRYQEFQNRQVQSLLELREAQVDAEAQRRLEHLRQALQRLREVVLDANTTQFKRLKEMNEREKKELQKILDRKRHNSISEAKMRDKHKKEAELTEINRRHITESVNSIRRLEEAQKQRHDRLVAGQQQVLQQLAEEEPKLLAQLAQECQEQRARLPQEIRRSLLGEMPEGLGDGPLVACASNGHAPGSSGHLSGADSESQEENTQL
SMARCA2 activ = activators of SMARCA2 function; MG213 cells, MMTV-luciferase reporter, dexamethasone, overnight; activation, % at 9.1 µM; hit rate 1% among 370,000; in the data active = activation above about 7.8%;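 note: 0% = vehicle wells and 100% = reference activator wells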
DAX1 inh-1 = inhibitors of DAX1 repression of SF-1 activated StAR promoter. HEK293T StAR-luciferase reporter, SF-1/DAX-1 repression relief. inhibition, % at 6.8 µM. hit rate 1.1% among 370,000. AID 652010;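 active = inhibition above the mean over all tested compounds plus 3 SD, cut at about 3.6% in these data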;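 note: 0% = DAX-1 cells with DMSO and 100% = cells lacking DAX-1 with DMSO; higher inhibition means more luminescence from relief of DAX-1 repression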
DAX1 inh-2 = inhibits human nuclear receptor DAX1 | hit rate 0.99% among 340,000 | P51843 | HEK293 Gal4-DAX1 luciferase reporter, luminescence | AID 504766 | inhibition, % at 6.75 µM;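 active = inhibition above the mean over all tested compounds plus 3 SD, cut at about 4.2% in these data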;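 note: 0% = DAX1-transfected cells with DMSO and 100% = empty-vector control cells with DMSO; inhibition shows as a rise in luminescence from relieved DAX1 repression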
FXN GAA850 act = activators of GAA850 frataxin (FXN) promoter | hit rate 0.56% among 360,000 | activation, % at 6 µM | AID 540364 | HEK293 lucGAA850 FXN promoter luciferase reporter, 24 h; percent of 10 µM SAHA response;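 active = activation above the average of all compounds screened plus 3 SD, cutoff fixed separately per campaign, cut at about 7.5% in these data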;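 note: 0% = DMSO wells and 100% = 10 µM SAHA wells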
sPLA2-III inh = Blocks human group III sPLA2 activity; AID 743126; QFRET BODIPY PC-A2 liposome hydrolysis, fluorescence; Q9NZ20; hit rate 0.56% among 370,000; inhibition, % at 12.2 µM;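 active = inhibition above mean plus 3 SD of compounds lying within the high and low control bounds, cut at about 19% in these data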;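 note: 0% = median of test compound wells and 100% = no enzyme DMSO wells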
ssDAF12 agonist = activators of S. stercoralis DAF-12 nuclear receptor | HEK293 ssDAF-12/GRIP1 lit1-tk-luc reporter, luminescence; % of 3 µM dafachronic acid response | activation, % at 6.8 µM | hit rate 1% among 370,000 | AID 652126;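 active = activation above the mean over all tested compounds plus 3 SD, cut at about 0.9% in these data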;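 note: 0% = DMSO-only wells and 100% = 3 µM delta7-dafachronic acid wells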
Numbers without * were called inactive; . = not tested or not shown. Rows are unselected. About 7% of those tested had a hit in this group.

SMILES	hcDAF-12 act	hgDAF12 agonist	NR1D1 modulator	PG9 Ab binder	PLC-beta3 inh	SMARCA2 activ	DAX1 inh-1	DAX1 inh-2	FXN GAA850 act	sPLA2-III inh	ssDAF12 agonist
Cc1cccc(C(C(=O)NC2CCCC2)N(C(=O)c2csnn2)C2CCCC2)c1 (stereo not drawn)	0.5	1.7	-2	-1.0	-5	1	-0.1	-1.0	0.4	-5	-0.9
Cn1cc(CN2CCN(CCO)CC2)c(-c2ccc(Oc3ccccc3)cc2)n1	-1.7	1.8	-2	-1.2	-6	1	-0.2	-0.4	1.1	-4	-1.6
COc1ccc(C(=O)NCc2cn3cccc(C)c3n2)cc1OC	2.5	-1.8	3	0.1	-5	1	0.1	-0.2	-0.7	10	-0.9
O=C(N/N=C/c1ccccn1)c1ccc(Cl)c(Cl)c1	-1.9	-5.5	2	1.2	-8	6	-2.8	0.7	9.1*	2	-0.6
CC1CC(C)CN(S(=O)(=O)N2CCCC(C(=O)NCCc3ccc(Cl)cc3)C2)C1 (stereo not drawn)	-0.2	0.8	-6	-1.6	-8	0	0.1	0.0	0.5	-6	-1.8
CC(C)C[C@H]1COc2cccc(N3CCCCC3)c2S(=O)(=O)N1	-1.6	-0.4	6	-1.7	0	-1	-2.3	.	.	2	-1.5
O=C(NN1C(=O)/C(=C/C=C/c2ccccc2)SC1=S)c1ccncc1	-1.8	3.4	0	-5.1	-13	-2	0.4	0.8	0.1	-14	-1.4
O=C(COC(=O)CC1CCCC1)Nc1ccc(Cl)cc1	0.8	0.0	-4	0.4	-11	0	-1.5	0.9	-4.0	-18	-0.5
Cc1oc(-c2cc(F)ccc2F)nc1CN1CCN(c2cnccn2)CC1	-1.1	4.4	-3	-1.3	-8	0	-0.6	1.2	-0.8	-3	-0.6
O=C(c1ccc2nc(N3CCCCC3)sc2c1)N1CCN(Cc2ccc3c(c2)OCO3)CC1	-2.9	-2.8	6	0.1	4	2	-1.3	-0.7	3.2	-9	-1.7
C=CCNc1ncnc2c1ncn2[C@H]1CN(CCOC)C[C@@H](CO)O1	1.9	0.4	0	1.4	1	-2	0.3	.	-0.3	1	-0.8
Cc1cc([N+](=O)[O-])ccc1NC(=O)C[n+]1ccc(N(C)C)cc1	-0.6	-1.4	1	-1.8	5	-7	0.3	0.3	0.1	0	-0.8
CC(=O)c1nn(-c2ccccc2)cc1C(=O)c1ccc(C)cc1	-1.2	-1.2	-7	-0.2	-4	1	-0.7	.	2.1	0	-1.8
COCCN1C(=O)CN(S(C)(=O)=O)CC1(C)C(=O)Nc1ccc2c(c1)OCCO2 (stereo not drawn)	-2.0	2.3	0	1.2	4	1	-0.9	.	.	-1	-1.2
Cc1ccc(-n2c(SCC(=O)NC3CCCCC3)nc3c(c2=O)SCC3)cc1	-0.3	-2.5	6	1.2	3	-1	0.3	1.2	-0.6	-2	-1.3
O=C(NC(c1ccccc1)c1ccc2ccccc2n1)C1CCN(Cc2ccc(Cl)c(Cl)c2)CC1 (stereo not drawn)	0.4	0.6	7	1.9	1	-3	-0.1	.	-0.2	-3	-1.5
COC(=O)c1sc2nc(N3CCCCC3)c3c(c2c1N)CCCC3	0.4	-0.7	8	1.8	-111	1	0.3	1.5	0.3	4	-1.8
O=C(O)CC(Cn1cnnn1)c1ccccc1 (stereo not drawn)	0.1	-2.2	5	2.0	2	-1	-0.1	-0.3	-1.4	-3	-1.5
CCCOc1ccc(NC(=O)CC2C(=O)N(CC)C(=S)N2CCNC(C)=O)cc1 (stereo not drawn)	-2.2	1.6	2	6.5	-1	-2	-0.2	-2.1	-1.0	-21	-1.1
O=C(c1ccccc1)c1cc[n+]([O-])cc1	-1.0	-0.4	0	-1.7	5	1	-0.3	0.4	-1.6	3	-1.5
C=CCN(C(=O)Cn1c(C(=O)OC)cc2oc(C)cc21)c1ccccc1	1.2	-1.8	-5	-3.1	-56	0	-0.2	0.9	0.1	-6	-1.7
Cc1ccc(-c2nc(CN(C)C(C3CC3)C3CC3)c(C)o2)cc1	-0.4	4.3	4	-0.3	-12	1	-0.2	-0.9	2.3	5	-0.8
Cn1nnnc1SCC(=O)N1CCN(C(=O)c2ccco2)CC1	-1.5	2.0	0	-1.4	1	-3	0.1	4.3*	1.2	3	-0.9
COc1ccccc1-c1nnc(SCC(=O)Nc2oc(C)c3c(C)n[nH]c(=O)c23)n1C	-0.5	0.5	-1	1.9	0	3	-0.4	-0.2	-2.4	3	-1.4
COc1ccc(S(=O)(=O)NCCSCc2cccs2)cc1	0.8	-1.6	-3	-0.9	-1	-2	-0.5	1.7	2.7	-16	-1.3
O=C(CNc1cccc2ccccc12)N/N=C/c1ccc(C(=O)O)cc1	5.4	-0.4	4	-3.6	-11	-1	-0.4	-1.3	0.5	-8	1.0*
COc1ccc(C2=C(C=Nc3c(C)n(C)n(-c4ccccc4)c3=O)C(c3ccccc3C)c3ccccc3O2)cc1OC (stereo not drawn)	-0.6	-0.9	2	-1.5	2	0	0.2	0.6	-3.3	-2	-1.2
Cc1ccc(-n2ncc(C(=O)N3CCN(C(=O)c4ccco4)CC3)c2C2CCN(C(=O)OC(C)(C)C)CC2)cc1C	-0.7	0.7	0	-0.8	-7	-2	0.3	0.1	1.1	3	-1.2
CC(=O)c1ccc(OCC(=O)Nc2ccc(N3CCCCC3)cc2)cc1	-0.8	-2.6	0	0.1	-7	-1	-1.2	1.6	2.2	0	-1.0
O=C(c1ccccc1)c1ccc(OCCCN2CCCC2)cc1	-0.7	1.2	0	-1.2	2	-2	1.6	-1.6	0.1	-15	-1.1
C=CCNC(=O)NC(=O)COC(=O)c1ccccc1Sc1ccc(C(F)(F)F)cc1[N+](=O)[O-]	1.5	-0.9	4	2.1	3	-1	-0.2	-0.8	2.2	4	-1.3
O=C(NNc1cccc(Cl)n1)c1ccccc1CC[N+](=O)[O-]	1.6	-1.7	-2	0.8	3	-4	-0.4	0.2	0.6	-31	-0.8
COc1ccc(CN2C[C@@H](CO)O[C@@H](n3cnc4c(NCCN(C)C)ncnc43)C2)cc1	0.1	2.0	-4	1.1	0	-2	-0.3	.	0.6	4	-0.9
COC(=O)C1CN(C(=O)COc2ccc(Cl)c(C)c2)c2ccccc2O1 (stereo not drawn)	-0.8	-1.5	1	-0.6	-5	-2	-0.2	0.0	1.9	6	-1.1
CC(C)(O)C#Cc1ccc(C(=O)N2CCN(c3ccc(F)cc3)CC2)cc1	-1.3	-2.8	1	-1.4	1	-2	-0.3	-0.8	1.8	-4	-2.0
OCC[C@@H]1C[C@@H](O)[C@H](O)[C@@]2(CCCCO2)O1	1.1	2.2	0	-0.8	4	0	0.0	0.1	0.2	3	-0.9

Compound profiles (already shown). Order of screens: hcDAF-12 act	hgDAF12 agonist	NR1D1 modulator	PG9 Ab binder	PLC-beta3 inh	SMARCA2 activ	DAX1 inh-1	DAX1 inh-2	FXN GAA850 act	sPLA2-III inh	ssDAF12 agonist
Listed for CC(=O)c1nn(-c2ccccc2)cc1C(=O)c1ccc(C)cc1 : -1.2	-1.2	-7	-0.2	-4	1	-0.7	.	2.1	0	-1.8
Listed for COc1ccc(C(=O)NCc2cn3cccc(C)c3n2)cc1OC : 2.5	-1.8	3	0.1	-5	1	0.1	-0.2	-0.7	10	-0.9

(continued)
SMILES	hcDAF-12 act	hgDAF12 agonist	NR1D1 modulator	PG9 Ab binder	PLC-beta3 inh	SMARCA2 activ	DAX1 inh-1	DAX1 inh-2	FXN GAA850 act	sPLA2-III inh	ssDAF12 agonist
O=C(Nc1cccc(-c2ccc(N3CCOCC3)nn2)c1)c1cccc(Cl)c1	3.3	3.8	-4	0.9	-3	9.4*	-0.2	0.8	1.9	-1	-1.1
COC(=O)c1sc2ccccc2c1-n1cccc1C(=O)C(=O)Nc1ccc(Cl)cc1	-0.1	-0.1	5	1.4	-7	-1	0.8	-0.4	1.3	-3	-0.7
COc1cc(OC)cc(C(=O)N2CCC(C(=O)N3CCOCC3)CC2)c1	0.5	1.0	5	0.3	-2	0	-0.2	-0.6	-0.8	1	-0.5
C=CCNC(=S)N/N=C(\C)c1ccc(-n2ccnc2)cc1	-2.0	0.5	-1	-2.1	2	-2	-0.6	1.7	1.8	-5	-1.3
O=C(c1cc(-c2cccc(Cl)c2)on1)N1CCOCC1	0.9	11*	6	-0.2	-1	2	0.6	-0.1	4.2	5	0.7
Cc1ccn2c(CN(C)CCn3nc(C)cc3C)c(C(=O)N3CCCCCC3)nc2c1	0.2	4.5	-2	-0.4	-1	-2	0.0	0.8	-0.1	0	-1.2
Cc1cccc(/C(N)=N/OC(=O)COc2ccc(Cl)c(C)c2)c1	2.9	-1.2	-4	0.7	3	-1	-0.8	-0.2	2.1	6	0.0
Nc1nc2ccccc2[nH]1	-1.3	-0.2	2	-0.2	-4	2	0.1	0.7	1.8	-2	-0.6
COc1ccc2nc(Nc3ccccc3OC)sc2c1	11*	20*	6	-0.7	-2	3	6.4*	0.4	4.8	0	1.6*
COC(=O)CCC(C)C1CCC2C3C(OC(C)=O)CC4CC(O)CCC4(C)C3CC(O)C12C (stereo not drawn)	-1.1	-1.0	-4	-0.5	5	-4	-0.4	0.1	-0.2	-34	-0.8
OC1CCCN(Cc2ccc3ccc4cccc5ccc2c3c45)C1 (stereo not drawn)	-0.3	4.4	1	-5.7	-54	11*	1.6	2.2	2.5	-17	0.1
C=CCc1cc(/C=N/n2cnnc2)cc(OCC)c1O	-0.4	0.6	-8	-0.8	-12	-3	0.5	1.1	-0.1	7	-0.9
Cc1c(NC(=O)CSc2nncn2-c2ccccc2)c(=O)n(-c2ccccc2)n1C	1.0	0.2	-2	-2.3	-7	-3	0.5	-0.4	0.2	4	-0.8
Cc1noc(/C=C/N(C)C)c1S(=O)(=O)N1CCCC(C(=O)NC(C)c2ccccc2)C1 (stereo not drawn)	-1.3	-2.2	-3	-2.1	-28	-3	0.7	-0.1	-1.1	-1	-1.1
CC(=O)Oc1ccc(-c2cccc(C(=O)NCC(=O)O)c2)cc1	-0.9	-1.0	9	1.4	0	1	-0.4	0.7	-0.8	-7	-0.5
COc1cccc(NC(=O)CN2C(=O)COc3ccc(S(=O)(=O)N4CCOCC4)cc32)c1	-1.2	-1.2	2	-0.3	-8	-2	-0.1	0.6	-1.2	1	-1.5
COc1cc(C(C)=O)ccc1OCC(O)CN(CCO)Cc1ccccc1 (stereo not drawn)	-0.2	-1.0	-1	-1.3	-6	-2	0.8	7.2*	2.2	5	-1.4
CC(=O)c1nc(N2C(=O)CC(Cc3cc(C)cc(C)c3)C2=O)sc1C (stereo not drawn)	1.2	-2.3	-2	4.7	1	-1	-0.4	0.1	1.1	-10	-0.3

Quoted from the listing.
SMARCA2 activ result of CCCOc1ccc(NC(=O)CC2C(=O)N(CC)C(=S)N2CCNC(C)=O)cc1 (stereo not drawn) = -2
FXN GAA850 act result of O=C(COC(=O)CC1CCCC1)Nc1ccc(Cl)cc1 = -4.0
hgDAF12 agonist result of O=C(Nc1cccc(-c2ccc(N3CCOCC3)nn2)c1)c1cccc(Cl)c1 = 3.8
hgDAF12 agonist result of Cc1cccc(/C(N)=N/OC(=O)COc2ccc(Cl)c(C)c2)c1 = -1.2

Assay outcomes deposited in PubChem BioAssay by several laboratories.
